# DDE Tn6 FP inh – inhibitors of Tn6 peptide binding to fibrin DD(E), primary screen, biochemical, fluorescence polarization, human fibrin, Tn6 probe | Fibrin DD(E) TRITC-Tn6 fluorescence polarization displacement | inhibition, % at 8.3 µM | Fibrinogen beta chain (Homo sapiens), P02675 | hit rate 0.21% among 370,000;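 active = inhibition above a per-campaign cutoff: mean of compounds within control limits plus 3 SD, cut at about 15% in these data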;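 also: 0% = median of all compound wells on the plate and 100% = blocking peptide control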
# Tn7 DDE FP – inhibitors of Tn7 peptide binding to fibrin DD(E), primary screen, biochemical, fluorescence polarization, human fibrin, Tn7 probe. hit rate 0.13% among 370,000. inhibition, % at 8.3 µM. FP displacement of FITC-Tn7 peptide from fibrin DD(E); 0% = median of compound wells per plate. Fibrinogen beta chain (Homo sapiens), P02675. AID 720508, 2013;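 active = inhibition above the mean of compounds falling within the control limits plus 3 SD of them, cut at about 14% in these data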;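 also: 0% = plate median of compound wells and 100% = 10 µM Aha-Tn7 peptide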
#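 Assay system: Human fibrin DD(E) protein | Medium: Tris buffer with calcium and detergent, pH 7.8 | Reagent: 0.1 µM fluorescent Tn7 | Compound dosing: Single point at 8.3 µM | Times: 10 min preincubation, 3 h with tracer, room temperature | Detection: Fluorescence polarization of the labelled Tn7 tracer | Controls: Aha-Tn7 high control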
# TDP2 inh – human TDP2 enzyme inhibitors, primary screen, biochemical, epi absorbance, recombinant enzyme; Tyrosyl-DNA phosphodiesterase 2 (Homo sapiens), O95551; T5PNP hydrolysis, p-nitrophenol absorbance 415 nm; inhibition, % at 12.8 µM; hit rate 0.34% among 370,000;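 active = inhibition above the mean of all tested compounds plus 3 SD, set per campaign, cut at about 25% in these data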;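 also: 0% = DMSO with enzyme and 100% = buffer with substrate but no TDP2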
# Target sequence (O95551 whole entry, looked up): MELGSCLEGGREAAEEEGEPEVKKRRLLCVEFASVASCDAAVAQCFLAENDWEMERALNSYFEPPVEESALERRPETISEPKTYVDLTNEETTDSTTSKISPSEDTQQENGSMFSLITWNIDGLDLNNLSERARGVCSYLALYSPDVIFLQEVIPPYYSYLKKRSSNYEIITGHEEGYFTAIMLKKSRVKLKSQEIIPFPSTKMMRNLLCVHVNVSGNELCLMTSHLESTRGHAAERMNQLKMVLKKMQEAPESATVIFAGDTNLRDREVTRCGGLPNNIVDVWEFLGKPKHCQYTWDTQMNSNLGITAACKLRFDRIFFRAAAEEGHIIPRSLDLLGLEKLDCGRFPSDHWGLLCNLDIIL
#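 Assay system: Recombinant human TDP2 | Quantity: 120 nM TDP2 per well | Incubation: 2 h at 37 °C | Signal: Epi absorbance | Evaluation: Percent inhibition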
# KLK7 zymogen act – proKLK7 zymogen activators, primary screen, biochemical, fluorescence intensity; Kallikrein-7 (Homo sapiens), P49862; activation, % at 7 µM; hit rate 0.9% among 370,000; purified proKLK7, EDANS-DABCYL substrate fluorescence; 100% is mature enzyme control, 0% vehicle; AID 652039, 2013;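 active = activation above the mean of all tested compounds plus 3 SD, computed per campaign excluding outliers beyond control limits, cut at about 13% in these data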
# Target sequence (P49862 whole entry, looked up): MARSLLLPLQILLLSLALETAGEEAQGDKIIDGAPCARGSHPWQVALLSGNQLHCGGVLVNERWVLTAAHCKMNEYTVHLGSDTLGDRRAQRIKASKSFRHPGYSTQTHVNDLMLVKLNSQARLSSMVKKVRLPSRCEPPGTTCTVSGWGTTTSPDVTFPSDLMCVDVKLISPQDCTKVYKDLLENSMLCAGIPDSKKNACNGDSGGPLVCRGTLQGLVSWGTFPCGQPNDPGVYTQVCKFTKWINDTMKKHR
# PRMT1 inh – PRMT1 methyltransferase inhibitors, primary screen, biochemical, fluorescence polarization | hit rate 1.3% among 370,000 | AID 652257, 2013 | inhibition, % at 2.79 µM | Protein arginine N-methyltransferase 1 (Homo sapiens), Q99873 | recombinant PRMT1, activity-based probe fluorescence polarization;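 active = inhibition above about 21% made by adding two undisclosed values, limit read from the data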
# Target sequence (Q99873 whole entry, looked up): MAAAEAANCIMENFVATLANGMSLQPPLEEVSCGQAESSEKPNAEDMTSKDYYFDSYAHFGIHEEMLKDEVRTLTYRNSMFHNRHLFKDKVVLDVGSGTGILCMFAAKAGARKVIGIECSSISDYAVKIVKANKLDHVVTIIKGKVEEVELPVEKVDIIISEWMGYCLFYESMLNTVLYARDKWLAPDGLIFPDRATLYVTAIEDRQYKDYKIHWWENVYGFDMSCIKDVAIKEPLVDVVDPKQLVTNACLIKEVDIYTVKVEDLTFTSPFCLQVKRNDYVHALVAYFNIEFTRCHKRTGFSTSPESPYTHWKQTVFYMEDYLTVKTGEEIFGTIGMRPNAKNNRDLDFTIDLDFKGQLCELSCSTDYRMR
# LEDGF integ inh – blockers of LEDGF/p75-dependent integrase strand transfer – biochemical, TR-FRET, high throughput, primary screen. TR-FRET IN-LEDGF/p75 DNA integration, Eu/Cy5. inhibition, % at 3.7 µM. hit rate 0.64% among 370,000. AID 743269, 2014;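 active = inhibition above the screen-wide mean plus 3 SD, cut at about 13% in these data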;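 also: signal is the Cy5 over europium emission ratio at 671 and 618 nm; 0% = plate median of compound wells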
# UHRF1 binding – UHRF1 methylated DNA binding inhibitors, primary screen, counter-screen for MBD2 inhibitor project, biochemical, TR-FRET, human UHRF1, single concentration; E3 ubiquitin-protein ligase UHRF1 (Homo sapiens), Q96T88; UHRF1 binding to methylated oligo; inhibition, % at 4.4 µM; hit rate 0.75% among 370,000; AID 687016, 2013; in the data active = inhibition above about 21%;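 also: UHRF1 SRA domain binding a hemimethylated CpG hairpin DNA probe; 0% = median of test compound wells and 100% = reference inhibitor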
# TCR CD3 inh – inhibitors of human TCR-CD3 interaction, primary screen, biochemical, fluorescence, TAMRA-labeled TCR probe; T-cell receptor (TCR); inhibition, % at 9.4 µM; hit rate 0.37% among 360,000; in the data active = inhibition above about 19%;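 also: recombinant mutant TCR 2C K166C tagged with TAMRA read by polarization; 0% = receptor in buffer alone and 100% = receptor with positive control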
# MBD2 inh – inhibitors of MBD2 binding to methylated DNA, primary screen, biochemical, TR-FRET, DNA-binding domain, human. Methyl-CpG-binding domain protein 2 (Homo sapiens), Q9UBB5. MBD2 binding to methylated oligonucleotide. inhibition, % at 4.4 µM. hit rate 0.31% among 370,000; in the data active = inhibition above about 13%
# SIAE inh – human SIAE inhibitors, primary screen, biochemical, fluorescence polarization, FP-Rh probe, 1536-well HTS | Sialate O-acetylesterase (Homo sapiens), Q9HAT2 | SIAE FP-Rh probe binding | hit rate 0.69% among 370,000 | inhibition, % at 9.66 µM;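 active = inhibition above a cutoff: mean of compounds within the control limits plus 3 SD of those, cut at about 17% in these data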;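 also: 0% = plate median of compound wells and 100% = probe without SIAE protein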
# An asterisk follows results filed as active.
1) COc1cc(N2CCCC2)c(OC)cc1/C=C(/C#N)c1ccc(Br)cc1
2) O=C(CC[C@H]1O[C@@H](n2cnc3c(NC(=O)c4ccccc4)ncnc32)[C@H](O)[C@@H]1O)NCC(c1ccccc1)c1ccccc1
3) O=c1[nH]c(/C=C\c2cccc(O)c2)nc(O)c1[N+](=O)[O-]
4) Cc1ccc2nc(-c3ccc(NS(C)(=O)=O)cc3)cc(-c3ccccc3)c2c1
5) COc1ccc([N+](=O)[O-])c(S(=O)(=O)c2ccc(Cl)cc2)n1
6) CC(Sc1nc2ccccc2c(=O)n1Cc1ccco1)C(=O)c1ccccc1 (configuration not stated)
7) O=C(Oc1coc(CSc2nnc(NC(=O)C3CC3)s2)cc1=O)c1c(F)cccc1F
8) COc1ccccc1-n1cnnc1SCC(=O)Nc1nc(C)c(Cl)cc1Cl
assay / entry,1,2,3,4,5,6,7,8
DDE Tn6 FP inh,-12,-4,3,7,0,-11,5,4
Tn7 DDE FP,-2,-6,-1,0,0,-1,6,-1
TDP2 inh,-6,2,-6,-10,-2,10,1,5
KLK7 zymogen act,-0.3,0.8,-0.9,-3.0,0.1,-0.3,0.7,0.2
PRMT1 inh,-1,-2,4,0,21,3,4,-7
LEDGF integ inh,-8,-3,-1,0,-1,1,4,-8
UHRF1 binding,2,0,6,-4,-4,3,0,0
TCR CD3 inh,8,2,-5,-3,6,-4,4,-4
MBD2 inh,6,1,-5,-2,0,-1,1,-4
SIAE inh,-1,2,4,-50,4,2,4,2

9) Cc1ccc(-c2nnc(SCC(=O)Nc3ccc(S(=O)(=O)N4CCCCCC4)cc3)o2)cc1
10) CCCn1c(N)c(C(=O)CSc2nnc(-c3cccnc3)n2-c2ccc(C)cc2C)c(=O)[nH]c1=O
11) O=C(Cc1ccccc1)NC(=S)Nc1ccc2oc(-c3ccccc3)nc2c1
12) CCCc1ccc(OC(=O)c2cccs2)cc1
13) COc1cc2nc3n(c(=O)c2cc1OC)-c1cc2ccccc2cc1C(=O)NC3CC(C)C (configuration not stated)
14) Cc1ccc(S(=O)(=O)Nc2cc(=O)[nH]c(SCC(=O)Nc3cccc(C)c3)n2)cc1
15) CSCCC(NC(=O)c1ccccc1Cl)C(=O)NCCOc1ccccc1 (configuration not stated)
16) CC(OC(=O)C1CCN(S(=O)(=O)c2ccc(C(C)(C)C)cc2)CC1)C(=O)N(C)C1CCCCC1 (configuration not stated)
assay / entry,9,10,11,12,13,14,15,16
DDE Tn6 FP inh,2,4,12,-1,-4,0,2,4
Tn7 DDE FP,8,1,5,8,-5,-1,-10,-6
TDP2 inh,-7,7,1,1,-6,-2,12,-3
KLK7 zymogen act,-0.2,-0.5,0.4,-0.5,1.1,-0.3,-0.1,-0.1
PRMT1 inh,0,-1,-5,1,-1,7,-2,13
LEDGF integ inh,2,2,2,1,2,-4,5,-1
UHRF1 binding,2,-7,-1,1,-1,1,3,4
TCR CD3 inh,-4,3,2,-3,2,-6,-1,-9
MBD2 inh,3,-3,-4,-7,-1,-3,0,3
SIAE inh,0,3,-1,-3,-1,-41,0,16

17) CSCCCNC(=S)N1CCN(c2ccc(C(C)=O)cc2)CC1
18) CC(C)CNC1=C(C(=S)Nc2ccccc2)C(=O)CC(C)(C)C1
19) Cc1ccccc1NC(=O)CC1c2ccccc2CC(C)(C)N1C (configuration not stated)
20) COc1ccc(C(=O)O)cc1S(=O)(=O)N(C)CCc1cccnc1
21) COc1ccc2c(c1)c(=O)c(C(=O)c1ccccc1)cn2Cc1ccccc1
22) Cc1c(C(=O)O)oc2c1ccc1ccccc12
23) COc1ccc2cc(-c3ccccc3)c(=O)oc2c1
24) CCOC(=O)Cn1cc(C=O)c2ccccc21
assay / entry,17,18,19,20,21,22,23,24
DDE Tn6 FP inh,1,-3,2,0,-8,2,-4,3
Tn7 DDE FP,0,-6,-5,10,4,-2,4,-3
TDP2 inh,6,-11,-1,7,-5,10,1,0
KLK7 zymogen act,-0.2,-0.3,-0.2,-0.2,1.2,0.0,23*,0.3
PRMT1 inh,-1,-2,1,1,0,-1,-2,-3
LEDGF integ inh,1,-1,4,1,2,1,5,1
UHRF1 binding,-1,3,1,0,2,3,-4,-1
TCR CD3 inh,-2,1,10,6,-1,2,3,10
MBD2 inh,0,0,-1,-7,7,2,-8,-1
SIAE inh,11,4,5,5,4,7,2,-4

# Whole records as entered above.
# CCCn1c(N)c(C(=O)CSc2nnc(-c3cccnc3)n2-c2ccc(C)cc2C)c(=O)[nH]c1=O reads DDE Tn6 FP inh: 4; Tn7 DDE FP: 1; TDP2 inh: 7; KLK7 zymogen act: -0.5; PRMT1 inh: -1; LEDGF integ inh: 2; UHRF1 binding: -7; TCR CD3 inh: 3; MBD2 inh: -3; SIAE inh: 3
# COc1ccc2c(c1)c(=O)c(C(=O)c1ccccc1)cn2Cc1ccccc1 reads DDE Tn6 FP inh: -8; Tn7 DDE FP: 4; TDP2 inh: -5; KLK7 zymogen act: 1.2; PRMT1 inh: 0; LEDGF integ inh: 2; UHRF1 binding: 2; TCR CD3 inh: -1; MBD2 inh: 7; SIAE inh: 4

# Next part:
25) CCN(c1ccc(OC)cc1)S(=O)(=O)c1ccc(-c2cc(C)no2)s1
26) CC(=O)N1CCN(C(=O)CC2OC(=O)c3ccccc32)CC1 (configuration not stated)
27) Cc1ncc(CO)c2c1Oc1nc(-c3ccccc3)nc(SCC(=O)N3CCOCC3)c1C2
28) CCOc1ccc2oc(C(=O)NNC(=O)c3ccccc3O)c(C)c2c1
29) CC(C)(C)CC(=O)Nc1ccc(S(=O)(=O)NC2=NCCCCC2)cc1
30) O=C(NCC(=O)N(c1cccnc1)C(C(=O)NC1CCCCC1)c1cccnc1)c1ccco1 (configuration not stated)
31) Cc1ccc(C2(CCNS(=O)(=O)c3ccc(C)cc3)CCOC(C(C)C)C2)cc1 (configuration not stated)
32) COc1ccc(CC(=O)Oc2ccccc2C)cc1S(=O)(=O)N1CCOCC1
assay / entry,25,26,27,28,29,30,31,32
DDE Tn6 FP inh,-8,5,-4,3,-3,-4,7,-2
Tn7 DDE FP,-1,2,-8,3,-3,6,3,-10
TDP2 inh,-1,4,-5,-3,-6,-3,-8,1
KLK7 zymogen act,-0.2,0.5,0.0,0.7,-0.6,-0.2,0.0,0.2
PRMT1 inh,1,12,3,-2,0,-3,1,0
LEDGF integ inh,4,-1,4,0,2,-1,-4,-1
UHRF1 binding,-2,5,2,0,-3,0,5,0
TCR CD3 inh,1,-2,2,36*,3,-3,-5,-7
MBD2 inh,-7,2,1,0,1,-6,-2,0
SIAE inh,1,3,-20,6,9,-3,2,-4

# Shown as a hit in TCR CD3 inh, among the entries above:
cpd	Structure	DDE Tn6 FP inh	Tn7 DDE FP	TDP2 inh	KLK7 zymogen act	PRMT1 inh	LEDGF integ inh	TCR CD3 inh	MBD2 inh	SIAE inh
28	CCOc1ccc2oc(C(=O)NNC(=O)c3ccccc3O)c(C)c2c1	3	3	-3	0.7	-2	0	36*	0	6

# The results go on:
33) O=C(CCc1c[nH]c2ccccc12)Nc1ccc(Oc2cccnc2)cc1
34) CCn1nc(C)c(/C=N/NC(=O)CSc2ccccn2)c1C
35) O=C(Cc1ccc(-n2cccc2)cc1)N1CCN(c2ccccc2F)CC1
36) Cc1ccc(NC(=O)CN2CCCCCC2)cc1[N+](=O)[O-]
37) COc1ccccc1NS(=O)(=O)c1ccc(/C=C/C(=O)N2CCN(C(C)=O)CC2)cc1
38) COc1ccc(NC(=O)N2CCN(c3ccc([N+](=O)[O-])cc3)CC2)cc1
39) O=C(NCC1CCCO1)c1cccc(NC(=O)c2ccco2)c1 (configuration not stated)
40) Cc1ccc(S(=O)(=O)N[C@@H](Cc2ccccc2)C(=O)N2CCC[C@@H]2C(=O)O)cc1
assay / entry,33,34,35,36,37,38,39,40
DDE Tn6 FP inh,9,-1,-4,-3,6,6,1,-2
Tn7 DDE FP,9,-7,-2,3,5,6,-1,-6
TDP2 inh,0,10,2,1,-5,15,-12,10
KLK7 zymogen act,0.3,1.0,1.0,-0.1,0.2,1.4,0.1,0.0
PRMT1 inh,3,0,0,-2,-4,-2,-1,-4
LEDGF integ inh,-6,5,1,-4,-1,3,1,-2
UHRF1 binding,-1,-2,3,-2,-6,-2,5,4
TCR CD3 inh,2,7,-1,-2,-1,0,2,6
MBD2 inh,-3,2,-7,0,-6,1,1,1
SIAE inh,22*,-4,0,12,-2,3,-6,7

# Reprinted at random: two compounds from above
39) O=C(NCC1CCCO1)c1cccc(NC(=O)c2ccco2)c1 (configuration not stated)
35) O=C(Cc1ccc(-n2cccc2)cc1)N1CCN(c2ccccc2F)CC1
assay / entry,39,35
DDE Tn6 FP inh,1,-4
Tn7 DDE FP,-1,-2
TDP2 inh,-12,2
KLK7 zymogen act,0.1,1.0
PRMT1 inh,-1,0
LEDGF integ inh,1,1
UHRF1 binding,5,3
TCR CD3 inh,2,-1
MBD2 inh,1,-7
SIAE inh,-6,0

# More entries follow:
41) CCOC(=O)Nc1c2ccccc2nc2ccccc12
42) O=C(O)c1c(N2CCCCC2)ccc([N+](=O)[O-])c1N1CCCCC1
43) CCCCCCC#Cc1ccc2c(c1)COc1c3ccccc3nn1-2
44) COc1ccc(CNC(=O)C(C)OC(=O)CN2C(=O)COc3ccccc32)cc1 (configuration not stated)
45) Cc1ccc2c(c1)c(N=NC(N)=O)c(O)n2C
46) CCCCc1ccc(NC(=O)COCC)cc1
47) O=C(COc1ccccc1)N(Cc1cccs1)C1CCS(=O)(=O)C1 (configuration not stated)
48) O=C(N=Nc1c(O)[nH]c2ccccc12)c1cc(-c2ccc(F)cc2)n[nH]1
49) Cc1ccc(NNC(=O)c2cccs2)cc1Cl
50) O=C(NC1CCCCCCC1)NC1CCCCC1
assay / entry,41,42,43,44,45,46,47,48,49,50
DDE Tn6 FP inh,11,3,-2,0,-3,3,7,3,3,7
Tn7 DDE FP,-6,3,2,8,-3,-8,-2,-5,1,0
TDP2 inh,-3,7,8,-6,-2,-5,1,0,1,4
KLK7 zymogen act,14*,-0.1,-0.6,-0.5,0.2,0.9,0.4,-0.8,0.3,0.0
PRMT1 inh,1,4,0,-4,-8,0,-1,-3,-4,-2
LEDGF integ inh,-4,-1,-1,2,6,0,-1,3,-1,2
UHRF1 binding,-4,-4,-2,-1,-10,2,-1,1,0,-3
TCR CD3 inh,3,-1,-1,6,-7,1,-1,6,4,1
MBD2 inh,-1,-4,1,0,-9,2,2,-6,4,0
SIAE inh,-2,3,3,5,0,2,-8,-4,7,-3

# Screens as filed in PubChem BioAssay.
